Screening results as filed in PubChem.
STK33 inh – blocks human STK33 kinase activity. purified STK33, MBP phosphorylation, ADP-Glo luminescence. AID 2661. 0.073% of 320,000 active. inhibition, % at 10 µM;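 active = inhibition at or above 25%, using the most active replicate where run in duplicate; inactive = inhibition below 25%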
Target sequence (Q9BYT3 whole entry, looked up): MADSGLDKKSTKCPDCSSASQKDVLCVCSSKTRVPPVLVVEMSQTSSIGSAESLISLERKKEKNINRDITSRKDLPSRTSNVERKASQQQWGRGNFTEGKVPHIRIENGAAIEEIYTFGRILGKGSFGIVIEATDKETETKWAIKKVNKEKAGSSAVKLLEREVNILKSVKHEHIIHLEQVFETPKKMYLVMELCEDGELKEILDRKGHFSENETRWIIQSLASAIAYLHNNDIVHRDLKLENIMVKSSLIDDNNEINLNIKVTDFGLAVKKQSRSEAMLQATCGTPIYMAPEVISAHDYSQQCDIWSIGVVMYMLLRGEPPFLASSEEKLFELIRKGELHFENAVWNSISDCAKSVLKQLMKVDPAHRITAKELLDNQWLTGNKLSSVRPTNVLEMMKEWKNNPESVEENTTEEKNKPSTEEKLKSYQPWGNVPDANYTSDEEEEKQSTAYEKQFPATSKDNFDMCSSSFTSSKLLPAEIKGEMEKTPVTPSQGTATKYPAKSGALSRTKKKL
OX1R FRET antag – antagonists of human orexin 1 receptor (OX1R) | 1.8% of 330,000 active | O43613 | inhibition, % at 6.6 µM | OX1R-expressing cells, FRET antagonist read-out | AID 485270; in the data active = inhibition mostly above about 38%, no sharp cut-off; inactive = mostly below about 40%;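 also: 0% = agonist challenge alone and 100% = reference antagonist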
Target sequence (O43613 whole entry, looked up): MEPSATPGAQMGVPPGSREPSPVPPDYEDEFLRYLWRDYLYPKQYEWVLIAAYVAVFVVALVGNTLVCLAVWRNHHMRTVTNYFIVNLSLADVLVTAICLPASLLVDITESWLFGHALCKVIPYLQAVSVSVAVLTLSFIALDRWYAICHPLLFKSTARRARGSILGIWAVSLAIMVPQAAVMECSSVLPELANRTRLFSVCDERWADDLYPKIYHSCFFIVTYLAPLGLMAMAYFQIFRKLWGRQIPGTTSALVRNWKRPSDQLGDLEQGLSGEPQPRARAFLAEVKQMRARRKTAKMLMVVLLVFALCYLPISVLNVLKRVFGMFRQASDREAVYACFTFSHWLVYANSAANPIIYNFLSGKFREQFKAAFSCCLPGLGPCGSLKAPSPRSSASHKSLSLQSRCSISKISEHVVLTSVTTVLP
An asterisk follows results filed as active; / = no result given.

SMILES	STK33 inh	OX1R FRET antag
CC1CCCCN1CCCNC(=O)CN1C(=O)CSc2ccc(S(=O)(=O)N3CCOCC3)cc21 (stereo unspecified)	-0.3	5
O=C(NNC1=Nc2ccccc2SC1)c1ccccc1F	-0.9	7
CN(C)C(CNC(=O)c1ccc(NC(=O)CC#N)cc1)c1ccccc1 (stereo unspecified)	-0.4	18
C=C(C)C(=O)Nc1cccc(C(C)=O)c1	-0.9	9
COc1ccc(Nc2nc(Cl)nc(NCCO)n2)cc1	0.9	12
O=C(Nc1nnc(-c2ccc(F)cc2)s1)c1c(F)cccc1Cl	-0.1	9
COc1ccccc1OCC(O)CO (stereo unspecified)	-3.0	6
CCOc1ccccc1-c1nnc(SCC(=O)Nc2ccccc2)o1	-2.7	27
CCCc1nc2oc3ccccc3c(=O)c2c(=O)n1-c1ccccc1	-1.4	9
C=CCNc1nc(C2(C)CC3(CC(C)OC3=O)C(=O)O2)cs1 (stereo unspecified)	-3.7	6
CCOc1ccccc1NC(=O)Nc1cccc(S(N)(=O)=O)c1	3.6	1
CCC(O)CNc1nc(SC)nc2sc3c(c12)CCN(C)C3 (stereo unspecified)	8.5	17
COc1ccc(OC)c(C2=Nn3c(nnc3-c3cc(C)[nH]n3)SC2)c1	-1.6	23
COc1ccc(/C=N/NC(=O)c2cc(-c3ccccc3OC)nc3ccccc23)cc1COC(C)=O	-0.1	18
COc1ccc(Br)cc1CN(C)CC(=O)Nc1cccc(S(N)(=O)=O)c1	4.5	24
C=CCn1c(CSCc2ccc(Cl)cc2Cl)nnc1SCC(=O)Nc1ccc(C(=O)O)cc1	-1.4	10
Cc1ccc(C(=O)NCC(=O)N2CCCN(C)CC2)cc1C	0.4	-1
CC(=O)C[C@H]1c2cc(F)ccc2S(=O)(=O)N1c1ccc(N(C)C)cc1	0.5	41
Cc1cccc(N2C(=O)C(Cl)=C(Nc3c(C)n(C)n(-c4ccccc4)c3=O)C2=O)c1C	0.3	14
COc1ccc(C2(CNC(C)=O)CCOCC2)cc1OC	-1.0	6
Cc1ccc(-c2cc(C(=O)Nc3sc4c(c3C(=O)NCc3ccco3)CCC4)[nH]n2)c(O)c1	-0.7	10
Cc1ccc2[nH]c(=O)c(CN(CCCN(C)C)C(=O)Nc3ccc(F)cc3)cc2c1	-0.1	12
CC1(C)CC(NS(=O)(=O)c2ccc(F)cc2)CC(C)(C)N1	-2.4	86*
CCOc1ccc(NC(=O)NCCCn2c(C)nc3cc(C)c(C)cc32)cc1	-0.9	24
COC(=O)c1ccc(CSc2nnc(NC(C)C)s2)cc1	-0.2	26
O=C(c1ccc(COc2ccc(Cl)cc2)o1)N1N=C(C(F)F)CC1(O)C(F)F (stereo unspecified)	-0.8	4
Oc1c(N=Nc2ccc(F)cc2)ccc2ccccc12	0.5	1
COc1cccc(-n2nc(C(=O)N3CCN(Cc4ccccc4)CC3)c3ccccc3c2=O)c1	1.6	17
COc1ccc2c(C)cc(SCC(=O)NCCN3C(=O)CSC3=O)nc2c1	-1.1	17
COc1ccc2nc3ccccc3nc2c1	0.7	37
CCCCn1c(N)c(N(CCOC)C(=O)c2cnc(C)cn2)c(=O)[nH]c1=O	-1.2	11
C=CCc1c(C)nc(SC)nc1Nc1ccc(C)cc1	-0.3	5
CC(NS(=O)(=O)c1ccc(NC(=O)N2CCCCC2)cc1)c1ccccc1 (stereo unspecified)	-4.0	20
COc1ccc2nc3oc(C(=O)NCCCOC(C)C)cc3cc2c1	-0.8	17
Cc1ccc(CNC(=O)c2nc3nc(C)cc(C)n3n2)cc1	1.0	15
CCn1cc(C(=O)O)c(=O)c2cc(F)c(N/N=C/c3ccccc3)cc21	0.0	3
COc1ccc(C2CC(c3ccc(F)cc3)n3nc(NC(=O)c4ccco4)nc3N2)cc1 (stereo unspecified)	-0.8	13
Cc1oc2cc(O)ccc2c(=O)c1Oc1ccc(F)cc1	-0.3	11
COc1ccccc1CNCC(=O)Nc1ccc(N(C)C)cc1	-0.4	-7
CCN(CC)C(=O)[C@H]1C[C@H](CC(=O)NCCC2=CCCCC2)C(=O)N2CCc3c([nH]c4cc(CCC(=O)N(C)C)ccc34)[C@]12C	/	8

Entries of single compounds as entered above.
CCOc1ccc(NC(=O)NCCCn2c(C)nc3cc(C)c(C)cc32)cc1 is listed as STK33 inh = -0.9; OX1R FRET antag = 24
CCN(CC)C(=O)[C@H]1C[C@H](CC(=O)NCCC2=CCCCC2)C(=O)N2CCc3c([nH]c4cc(CCC(=O)N(C)C)ccc34)[C@]12C is listed as STK33 inh = /; OX1R FRET antag = 8
CCn1cc(C(=O)O)c(=O)c2cc(F)c(N/N=C/c3ccccc3)cc21 is listed as STK33 inh = 0.0; OX1R FRET antag = 3

Following part
SMILES	STK33 inh	OX1R FRET antag
CCc1c(C(=O)NCc2cnn(C)c2)csc1C	-1.0	10
Cc1ccc(N2Cc3ccccc3OC(C)C2=O)cc1 (stereo unspecified)	-0.2	12
C[C@H](NCCc1ccc(O)cc1)[C@H](O)c1ccc(O)cc1	-1.2	12
O=C(NCc1ccncc1)c1cccc(S(=O)(=O)N2CCc3ccccc32)c1	-0.3	2
COc1cc(OC)nc(NC(=O)CSc2nc3ccccc3[nH]2)n1	0.5	32
O=c1[nH]nc(N/N=C/c2ccccc2OC(F)F)c(=O)[nH]1	-0.9	15
CC(c1ccc(F)cc1)n1c(Cn2ncc3ccccc3c2=O)n[nH]c1=S (stereo unspecified)	0.0	16
Cc1sc2nc(CN3CCCCC3)nc(Nc3ccc4c(c3)OCCO4)c2c1C	-1.9	15
Cc1ccc(NC(=O)c2nc[nH]c2C(=O)N2CCN(C(=O)OC(C)(C)C)CC2)cc1	-0.6	0
CC1(c2ccc(Cl)cc2)NC(=O)N(CC(=O)c2ccc3c(c2)OCO3)C1=O (stereo unspecified)	-1.5	-6
Cc1cc(NS(=O)(=O)c2ccc(NC(=O)C(C)N3C(=O)c4ccccc4C3=O)cc2)nc(C)n1 (stereo unspecified)	-0.9	11
c1ccc2c(Nc3ccc(N4CCOCC4)cc3)nc(N3CCOCC3)nc2c1	0.4	45
O=C(C[n+]1ccccc1)c1ccc(-c2ccccc2)cc1	0.2	30
O=C(O)CCCCCNC(=O)c1ccccc1	-1.5	5
COCCSc1nc(N)c(NC(=O)c2ccco2)c(=O)[nH]1	-0.7	12
O=C(COC(=O)/C=C/c1ccc([N+](=O)[O-])cc1)NC1CCCCC1	9.3	19
CC(=O)Nc1nc2c(C)cc(NC(=O)C3CCCCC3)cc2s1	2.0	16
C=CCNc1ncnc2c1[nH]c1ccccc12	3.8	22
CCN(CC)CC#CCC(OC)(c1ccccc1)c1ccccc1	2.0	3
Cc1ccc2c(=O)cc(C(=O)NC3CCS(=O)(=O)C3)oc2c1 (stereo unspecified)	0.9	32
CCCCS(=O)(=O)Nc1ccc(N2CCOCC2)c(S(=O)(=O)N2CCOCC2)c1	-0.2	8
COCCN1C(=O)N(c2ccc(OC)cc2)C(=O)C1CC(=O)Nc1cccc(F)c1 (stereo unspecified)	-6.4	/
COc1ccc2oc(=Nc3cc(F)ccc3F)c(C(N)=O)cc2c1	-1.9	87*
CC(C)(C)n1nc2c(c1NC(=O)COc1ccc(Cl)cc1)CS(=O)(=O)C2	-0.7	35
CCCCC(=O)OCC(=O)c1[nH]c(C)c(C(=O)OCC)c1C	0.1	12
CN(CCc1ccccc1)C(=O)c1cccc(NC(=O)Cc2ccc([N+](=O)[O-])cc2)c1	0.2	14
CN(n1cnc2ccccc2c1=O)S(C)(=O)=O	1.6	8
Cc1cc(N2CCCCC2)nc(SCc2ccc(C#N)cc2)n1	-1.1	17
COc1ccc(Cc2nc3ccc(C(=O)N4CCOCC4)cc3o2)cc1	-0.2	21
O=C(O)C1Sc2[nH]c(=O)sc2C2c3cc(Br)ccc3OC(=O)C12 (stereo unspecified)	0.8	1
Cc1nnc(NC(=O)CSc2n[nH]c(-c3ccccc3)n2)s1	-0.2	19
COc1cc(OC)c2c(-c3ccccc3)cc(=O)oc2c1	-0.7	8
O=C(CN1CCN(S(=O)(=O)c2ccc(Br)cc2)CC1)N/N=C/c1ccco1	1.5	-2
Cc1cccc(NC(=O)c2ccc([N+](=O)[O-])o2)n1	0.5	97*
O=C1CCC(C(=O)N2CCCCCC2)CN1CCc1ccc(Cl)cc1 (stereo unspecified)	-1.2	1
CN(C)c1ccc(NC(=O)Nc2ccc3snnc3c2)cc1	0.5	54
CCOC(=O)C1=C(C)NC(=O)NC1c1c(O)ccc2ccccc12 (stereo unspecified)	-0.8	9
O=C(CSc1nnc(C2COc3ccccc3O2)o1)Nc1ccc(F)cc1Cl (stereo unspecified)	-1.2	12
N/C(=N/OCC(=O)Nc1cccc2ccccc12)c1nonc1N	1.0	8
O=[N+]([O-])c1ccc(OCCCn2cncn2)cc1	-2.0	24

Structures from the list above containing bromine, in the order listed:
SMILES	STK33 inh	OX1R FRET antag
COc1ccc(Br)cc1CN(C)CC(=O)Nc1cccc(S(N)(=O)=O)c1	4.5	24
O=C(O)C1Sc2[nH]c(=O)sc2C2c3cc(Br)ccc3OC(=O)C12 (stereo unspecified)	0.8	1
O=C(CN1CCN(S(=O)(=O)c2ccc(Br)cc2)CC1)N/N=C/c1ccco1	1.5	-2

Additional results:
SMILES	STK33 inh	OX1R FRET antag
CCc1ccc(OCC(=O)N/N=C/c2cc([N+](=O)[O-])ccc2N2CCOCC2)cc1	-0.5	16
C=CCn1c(SCC(=O)N2CCc3ccccc3C2)nc2sc(C)cc2c1=O	-2.7	24
COc1ccc(CNC(=O)CN(Cc2ccco2)C(=O)CNS(=O)(=O)c2ccc(C)cc2)cc1	0.7	6
C[C@H](NC(=O)c1ccc2c(c1)OCO2)c1nnc2ccccn12	-1.1	6
COc1ccc2c3c(c(=O)oc2c1OCC(=O)C(C)(C)C)CCCC3	-1.3	18
CCCc1cc(=O)[nH]c(SCC(=O)NC2CC2)n1	-0.9	5
CCOC(=O)CC(=O)CSc1ccc2nnc(-c3ccccc3)n2n1	-1.9	16
Cc1cc(C)cc(NC(=S)/C(=C(\[O-])c2ccc(Cl)s2)[n+]2cccc(C)c2)c1	-1.9	21
COc1ccc(-c2ccc3c(c2)S(=O)(=O)c2cccc(C(=O)NCc4cccc(OC(F)(F)F)c4)c2C3=O)cc1OC	-1.0	13
CN(CCO)c1ccc(-c2nn(C)c(=O)c3ccccc23)cc1[N+](=O)[O-]	0.8	28
O=C(COc1coc(CN2CCc3ccccc3C2)cc1=O)Nc1cccc([N+](=O)[O-])c1	-0.2	14
CSc1cccc(NC(=O)CN(c2ccccc2)S(=O)(=O)N(C)C)c1	0.1	15
CC(=O)Nc1ccc(C2NC(=O)CCC2[N+](=O)[O-])cc1 (stereo unspecified)	-0.3	1
O=C(CCNC(=O)c1ccccc1Cl)Nc1nc2ccc(F)cc2s1	3.8	5
CCc1ccccc1NC1=NCC(=O)N1Cc1ccccc1	-1.0	24
CCCN(CCC)C(=O)c1oc2ccccc2c1NC(=O)Cc1cccc(OC)c1	1.2	-5
COc1ccc(-c2nnc3ccc(SCC(=O)Nc4cc(C)on4)nn23)cc1OC	0.0	10
O=C(c1cnc2sccn2c1=O)N1CCCc2ccccc21	-2.1	2
CCOc1ccccc1NC(=O)/C=C/C(N)=O	-1.8	21
O=C(COc1ccccc1)NC(=S)Nc1ccc2c(c1)Cc1ccccc1-2	0.5	0
O=C(Nc1nnc(SCc2ccccc2Cl)s1)c1cccc([N+](=O)[O-])c1	-0.9	44
O=C(Nc1cccc(S(=O)(=O)N2CCCC2)c1)c1ccc(Cl)nc1	-1.0	7
CCOC(=O)[C@H]1[C@H]2COc3ccc(Cl)cc3[C@@H]2N2C(=O)CN(Cc3ccco3)C(=O)[C@@]12C	0.3	2
Cc1ccc(NC(=O)CSc2nc3nc(C)cc(C)c3c(=O)[nH]2)cc1	-0.6	22
CCC(=O)N(Cc1cc2cc(OC)ccc2[nH]c1=O)c1ccc(C)cc1C	-0.9	16
CC(=O)C1=C(C)NC(SCSc2ccccc2)=C(C#N)C1c1cccnc1 (stereo unspecified)	-0.6	19
Cc1ccc(S(=O)(=O)N2CCN(C(=O)CN3CCc4ccccc4C3)CC2)cc1	-0.9	10
Cc1nn(CC#N)c(=O)n1N(C)c1ncc(C(F)(F)F)cc1Cl	-1.1	15
O=C(CNCC1CCCCC1)Nc1cccc(S(=O)(=O)N2CCOCC2)c1	-0.1	17
CCCn1nnc(NC(=S)NC(=O)c2ccc(-c3ccc(Br)cc3)o2)n1	-0.5	7
Cc1ccc(C(OCC(C)(C)C[N+](C)(C)C)c2ccccc2)cc1 (stereo unspecified)	-1.4	18
O=C(CSc1nc2ccccc2n1CC(=O)N1CCCC1)NCc1ccc2c(c1)OCO2	1.6	10
COc1ccc(-c2csc(=NCCO)n2-c2ccccc2)cc1	-1.0	/
CC(C)(C)c1nn(-c2ccccc2)c2nc(Cl)c(C=O)cc12	-0.2	8
CC(C)OC(=O)CC(=O)CSc1nc2c(cc1C#N)CCC2	-0.1	12
O=C(Nc1ccc(NS(=O)(=O)c2ccccc2)cc1)c1cccnc1	-0.1	3
O=C(CN1CCN(c2ccccn2)CC1)N1CC(O)CO1 (stereo unspecified)	-1.0	5
CCOC(=O)NN=C1c2ccccc2-c2ccccc21	-1.0	/
COC(=O)N/N=C/c1ccc(OC(=O)c2ccco2)c(OC)c1	-0.1	7

Records above marked active in OX1R FRET antag.
SMILES	STK33 inh	OX1R FRET antag
CC1(C)CC(NS(=O)(=O)c2ccc(F)cc2)CC(C)(C)N1	-2.4	86*
COc1ccc2oc(=Nc3cc(F)ccc3F)c(C(N)=O)cc2c1	-1.9	87*
Cc1cccc(NC(=O)c2ccc([N+](=O)[O-])o2)n1	0.5	97*

Looked up by structure from the list above (five):
SMILES	STK33 inh	OX1R FRET antag
C[C@H](NCCc1ccc(O)cc1)[C@H](O)c1ccc(O)cc1	-1.2	12
CN(CCO)c1ccc(-c2nn(C)c(=O)c3ccccc23)cc1[N+](=O)[O-]	0.8	28
O=C(c1cnc2sccn2c1=O)N1CCCc2ccccc21	-2.1	2
COc1ccc(-c2ccc3c(c2)S(=O)(=O)c2cccc(C(=O)NCc4cccc(OC(F)(F)F)c4)c2C3=O)cc1OC	-1.0	13
COc1ccc(Nc2nc(Cl)nc(NCCO)n2)cc1	0.9	12
